Screening results as filed in PubChem.
NF-kB expr up: activators of NF-kB expression in neurons, primary screen, cell-based, HTS; fold change at 12.5 µM; 1.6% of 190,000 active; AID 1239, 2008; human neuronal cells, NF-kB reporter expression; active compounds read high; in the data active = fold change above about 3.3
FLuc act counter: FLuc activators, initial screening, artefact control for FLuc-dependent activation tests, biochemical, ATPlite luminescence | ATPlite luciferase biochemical, 10 min; 0 = ATP-free wells, 1 = DMSO control | activation factor at 10 µM | AID 1027, 2008 | 200,000 tested, under 10 active;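 active = luciferase activation factor, scaled between plate controls, of at least 2 with compound at 10 µM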
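test system = cell-free luciferase reagent | medium = PBS as buffer for the ATP substrate | dosing = test compounds dosed from 2 mM stocks in 100% DMSO | incubation = 10 min at ambient temperature | detection = luminescence measurement of luciferase light output | benchmarks = low control with PBS replacing ATP, high control enzyme plus ATP without compound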
Diaph inh CS: diaphorase inhibitors and chemical oxidizers, primary screen, counter-screen for diaphorase-coupled primary assays, biochemical, uHTS, resorufin fluorescence; diaphorase resazurin-to-resorufin fluorescence, NADH, 16 min; bacterial (C. kluyveri) enzyme, not human; inhibition, % at 20 µM; 0.69% of 190,000 active;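 active = primary screen inhibition at 20 µM above a set limit, cut at about 50% in these data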;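 also: plate controls were DMSO with full reaction for no effect and wells lacking NADH for full effect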
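System: Diaphorase enzyme from Clostridium kluyveri | Amount: Enzyme working solution with 0.14 U/mL diaphorase | Benchmarks: No-NADH positive control and DMSO neutral control | Signal: Fluorescence of resorufin formed from resazurin, Ex 544/Em 590 nm | Schedule: 16-min room-temperature incubation before reading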
STAT1 activator: STAT1 signaling activators, primary screen, cell-based, HTS, luciferase reporter. NIH 3T3 STAT1-luciferase reporter, IFN-gamma, luminescence; 100% = IFN-gamma alone, no compound. 2.6% of 200,000 active. activation (% of control), % at 5.5 µM;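 active = activation above the screen-wide mean activation plus 3 SD, cut at about 130% in these data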;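 also: raw ratio to IFN-gamma control signal so 100% means no change and 0% no light; values of inactives mirror those of a sister screen read the other way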
G6PDH CS: L. mesenteroides G6PDH inhibitors, counter-screen for G6PDH-coupled screening assays, biochemical, Leuconostoc mesenteroides enzyme; glucose-6-phosphate dehydrogenase [Leuconostoc mesenteroides]; Purified L. mesenteroides G6PDH, diaphorase/resazurin coupled fluorescence, 45 min; inhibition, % at 5 µM; 0.12% of 200,000 active; AID 1020, 2008; in the data active = inhibition above about 50%
FLuc inhib CS: firefly luciferase enzyme inhibitors, primary screen, artefact control for luciferase-based inhibitor screens, biochemical, luminescence, ATPLite; Luciferin 4-monooxygenase (Photinus pyralis), P08659; 10 min; inhibition, % at 10 µM; 1.5% of 200,000 active; AID 1006, 2008;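 active = inhibition above about 50% when tested at 10 µM, limit read from the data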
TLR4 MyD88 comp: inhibitors of TLR4-MyD88 association in cells, primary screen, cell-based, HeLa CL3-4, BLA complementation, FRET ratio | Toll-like receptor 4 (Homo sapiens) + Myeloid differentiation primary response protein … | AID 861, 2007 | 0.18% of 200,000 active | HeLa CL3-4 TLR4/MyD88 BLA complementation | inhibition, % at 8.4 µM; in the data active = inhibition above about 25%;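 also: 0% = vehicle and 100% = reference inhibitor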
Target sequence (O00206 whole entry, looked up): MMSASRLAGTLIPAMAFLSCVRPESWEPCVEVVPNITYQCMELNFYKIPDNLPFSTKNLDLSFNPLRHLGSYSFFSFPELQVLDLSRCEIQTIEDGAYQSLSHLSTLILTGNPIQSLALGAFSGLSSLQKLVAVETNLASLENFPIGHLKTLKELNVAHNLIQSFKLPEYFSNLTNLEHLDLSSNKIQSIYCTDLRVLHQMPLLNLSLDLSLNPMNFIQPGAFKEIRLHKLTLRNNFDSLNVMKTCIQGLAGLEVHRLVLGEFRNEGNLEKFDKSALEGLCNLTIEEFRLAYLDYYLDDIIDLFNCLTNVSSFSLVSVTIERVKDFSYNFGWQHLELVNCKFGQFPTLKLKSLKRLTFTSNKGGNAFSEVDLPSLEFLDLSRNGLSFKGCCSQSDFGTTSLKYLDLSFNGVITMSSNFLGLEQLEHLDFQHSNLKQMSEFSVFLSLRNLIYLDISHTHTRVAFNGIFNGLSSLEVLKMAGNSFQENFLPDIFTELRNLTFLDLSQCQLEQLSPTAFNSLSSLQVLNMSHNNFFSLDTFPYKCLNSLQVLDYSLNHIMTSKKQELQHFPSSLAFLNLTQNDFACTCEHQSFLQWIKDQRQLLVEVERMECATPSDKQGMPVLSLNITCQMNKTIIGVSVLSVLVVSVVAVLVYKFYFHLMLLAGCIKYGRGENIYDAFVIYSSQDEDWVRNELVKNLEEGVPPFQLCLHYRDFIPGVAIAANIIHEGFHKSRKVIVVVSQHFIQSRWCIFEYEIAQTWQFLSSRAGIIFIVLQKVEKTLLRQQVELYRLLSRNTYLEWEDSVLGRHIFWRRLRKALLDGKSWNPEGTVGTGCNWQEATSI
Target sequence (Q99836 whole entry, looked up): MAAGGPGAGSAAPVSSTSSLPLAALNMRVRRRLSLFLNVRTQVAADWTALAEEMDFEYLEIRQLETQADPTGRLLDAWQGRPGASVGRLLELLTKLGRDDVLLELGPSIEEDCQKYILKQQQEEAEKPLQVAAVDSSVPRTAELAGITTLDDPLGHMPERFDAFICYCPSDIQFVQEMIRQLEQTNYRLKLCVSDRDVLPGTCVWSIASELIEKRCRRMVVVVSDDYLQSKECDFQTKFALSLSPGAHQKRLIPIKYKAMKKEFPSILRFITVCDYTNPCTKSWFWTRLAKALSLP
Diaphorase act: compounds boosting diaphorase resazurin reduction – biochemical, uHTS, resorufin fluorescence, counter-screen for diaphorase-coupled primary assays, primary screen | 0.005% of 190,000 active | Diaphorase/resazurin coupled assay, 16 min; active compounds read high; 1 = vehicle wells, 0 = NADH-free wells | AID 1229, 2008 | activation factor at 20 µM;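 active = diaphorase activity raised at least twofold by the compound at 20 µM; inactive = activation factor below 2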
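Material: purified diaphorase enzyme from Clostridium kluyveri / Medium: HEPES pH 7.4 buffer with MgCl2 and Tween 20 / Schedule: enzyme reaction of 16 min at room temperature / Measured by: resorufin fluorescence, excitation 544 nm, emission 590 nm / Evaluation: rise in resorufin formation, marking diaphorase activation or chemical reduction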
APP 5'UTR act: activators of APP 5'UTR luciferase reporter, primary screen, SH-SY5Y cells. SH-SY5Y APP 5'UTR luciferase reporter, luminescence; zero percent = DMSO vehicle wells. activation, % at 2 µM. 1% of 190,000 active;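 active = activation above a set limit, based on mean plus 3 SD of controls, cut at about 140% in these data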; also: values of inactives mirror those of a sister screen read the other way
APP 5UTR inh: inhibitors of APP translation via 5'UTR reporter, primary screen, APP 5'UTR luciferase, SH-SY5Y cells. 0.82% of 190,000 active. inhibition, % at 2 µM. AID 1285, 2008. SH-SY5Y APP 5'UTR-luciferase reporter, luminescence;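 active = inhibition above a set limit, derived from the sample mean plus 3 SD, cut at about 45% in these data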; also: values of inactives mirror those of a sister screen read the other way
Starred values were filed as active, the others as inactive; . = not tested or not shown.

SMILES	NF-kB expr up	FLuc act counter	Diaph inh CS	STAT1 activator	G6PDH CS	FLuc inhib CS	TLR4 MyD88 comp	Diaphorase act	APP 5'UTR act	APP 5UTR inh
Cc1ccc(-c2cc(C(=O)Nc3cnn(C45CC6CC(CC(C6)C4)C5)c3)no2)cc1	1.1	1.1	17	105	5	-6	-2	0.8	-10	10
CC(C)(C)c1cc2cccnc2n1Cc1cccc(Cl)c1	0.73	1	2	105	19	-3	15	1	8	-8
Cc1ccc(NC(Cc2cc(C)no2)c2ccccc2)cc1 (stereo not drawn)	1	1.1	22	99	2	-6	-7	0.8	16	-16
COc1ccc(/C=C/C(=O)N2CCCC2)cc1OC	1.5	0.9	-15	85	6	6	7	1.1	1	-1
CCOC(=O)c1c(NC(=O)CN2CCCc3ccccc32)sc(C)c1CC	0.91	1.1	15	101	8	-5	-4	0.9	1	-1
CC1(C)Cc2c(C#N)c(N)n(-c3ccccc3)c(=O)c2CO1	1.2	1.1	4	97	16	-9	1	1	-2	2
Cc1sc(NC(=S)NC(=O)c2ccc(C(C)(C)C)cc2)c(C#N)c1C	1.1	1	10	102	2	-1	5	0.9	5	-5
COc1c(Cl)cc(Cl)cc1CNCCNCCO	1.1	1.1	8	89	2	-7	6	0.9	14	-14
COc1ccc(NC(=O)C2CCC(C)(C(=O)O)C2(C)C)cc1 (stereo not drawn)	1.2	1.1	9	96	11	-11	2	0.9	-9	9
CN(C)S(=O)(=O)c1ccc(C(=O)N2CCN=C2SCc2ccccc2)cc1	1.1	1	3	101	5	-4	-4	1	16	-16
CC(C)N(CCNS(=O)(=O)c1ccc(Cl)cc1)C(C)C	1	1.1	5	97	2	-8	-6	0.9	-12	12
O=C(Nc1ccncc1)c1ccc2ccccc2c1	0.68	0.9	-8	119	10	14	-1	1.1	56	-56
COc1ccc(C(=O)NC(C)c2nc3ccccc3n2C)cc1OC (stereo not drawn)	0.78	1	-8	100	34	-4	3	1.1	4	-4
COC(=O)C1=C(C)N(CCc2ccc(OC)c(OC)c2)C(=O)C1	1.1	1.1	7	101	5	-6	6	0.9	16	-16
O=C(NCc1ccccc1Cl)c1ccc[nH]1	1.3	1.1	4	99	11	-10	3	1	9	-9
CCCNS(=O)(=O)c1ccc(Oc2ncc(C(F)(F)F)cc2Cl)cc1	1.1	1	25	103	17	-2	-6	0.8	-6	6
Cc1ccc(C(=O)NCCCN2CCOCC2)o1	0.94	1.1	-2	101	0	-7	-9	1	5	-5
O=C(C(Cl)Cl)N1CCN(Cc2ccccc2)CC1	1.1	1	7	94	3	0	6	0.9	-4	4
Cc1ccc(NS(=O)(=O)c2cccc(C(=O)O)c2)cc1S(=O)(=O)N1CCOCC1	1.1	1	13	102	2	0	5	0.9	-7	7
CCOC(=O)C(CCCCCOc1ccccc1[N+](=O)[O-])C(=O)OCC	0.92	1.1	-3	92	12	-7	0	1	-2	2
Cc1ccc2nc(-c3ccccc3)cc(C(=O)NCCCn3ccnc3)c2c1	0.62	1	-9	97	4	3	3	1.1	10	-10
NS(=O)(=O)c1ccc(NC(=S)N2CCN(c3ccc(Cl)c(Cl)c3)CC2)cc1	1.1	1	14	86	4	-4	3	0.9	8	-8
CC(C)Cc1cc(C(=O)Nc2cc(Br)ccc2O)no1	6*	1	15	101	-24	3	0	0.9	46	-46
Cc1cc(C(=O)OCc2nnc(-c3ccccc3)o2)c(C)n1-c1ccccc1	1.2	1	30	92	9	-3	-2	0.7	0	0
O=C(CCn1c(=O)oc2ccccc21)NCCN1CCc2ccccc2C1	1.2	1.1	17	103	2	-6	0	0.8	7	-6
Additional compounds.
SMILES	NF-kB expr up	FLuc act counter	Diaph inh CS	STAT1 activator	G6PDH CS	FLuc inhib CS	TLR4 MyD88 comp	Diaphorase act	APP 5'UTR act	APP 5UTR inh
COc1ccc(NC(=O)C2CCCN2C(=O)NC2CCCCC2)cc1OC (stereo not drawn)	1.3	1.1	9	101	21	-6	-8	0.9	-2	2
CC(=O)c1cccc(S(=O)(=O)N2CCN(c3nc4cc(C)cc(C)c4cc3C#N)CC2)c1	0.85	1	18	92	6	-3	-10	0.8	1	-1
Cc1ccc(S(=O)(=O)c2c(C)nn(C(C)(C)C)c2OC(=O)c2cccs2)cc1	1	1.1	10	122	7	-7	1	0.9	5	-5
O=C(CCCN1C(=O)c2cccc3cccc(c23)C1=O)N1CCc2ccccc2C1	1.1	1.1	14	96	3	-7	-14	0.9	10	-10
CCCC(=O)Nc1ccc(Sc2ccc([N+](=O)[O-])cc2)cc1	0.57	1.1	14	88	-10	-9	2	0.9	-6	6
CCCNNC(=O)C(O)(c1cccc(C)c1)c1cccc(C)c1	1.1	1.1	15	96	9	-6	3	0.8	5	-5
CCc1c(C)nc2cc(C)[nH]n2c1=O	1.1	1.1	14	99	3	-8	7	0.9	20	-20
CC(C)[C@H](NC(=O)Nc1ccc(S(N)(=O)=O)cc1)C(=O)O	1.1	1	8	101	6	-4	5	0.9	17	-17
Cn1c(SCC(=O)NCCNC(=O)CSc2nnc(C(F)(F)F)n2C)nnc1C(F)(F)F	1	1	4	109	-2	-4	-1	1	-3	3
CCOC(=O)c1cc(CC)sc1NC(=O)COc1ccc2c(C)cc(=O)oc2c1	1.1	1.1	14	97	-14	-9	3	0.9	8	-8
Cc1ccc(N(C(C)C(=O)Nc2ccc(S(=O)(=O)N3CCOCC3)cc2)S(C)(=O)=O)cc1C (stereo not drawn)	0.94	1.2	20	98	7	-22	-4	0.8	-8	8
C=CCc1cccc(CNc2nc3ccccc3n2CC)c1O	1	1	13	89	5	-1	6	0.9	-17	17
COc1ccc(/C=N/N=C2/NC(=O)C(CC(=O)NC(N)=O)S2)cc1 (stereo not drawn)	1	1	4	104	5	3	7	1	0	0
CCCNc1nc(Nc2ccc(C)cc2)nc(N2CCCC2)n1	1.2	1	-2	97	-2	-4	13	1	8	-8
Cc1ccc(CN2C(=O)S/C(=C\c3ccccc3OCC(=O)O)C2=O)cc1	1	1.1	20	103	11	-5	-1	0.8	-2	2
c1ccc2c(N3CCCCC3)nc(N3CCCCC3)nc2c1	1	1	5	105	10	-1	-6	0.9	-4	4
CC(C)Sc1nc2ccccc2n1CC(N)=O	0.79	1	7	97	-1	-4	6	0.9	20	-20
O=C(CC(c1ccccc1)c1ccccc1)OCn1nnc2ccccc2c1=O	1.3	1	4	107	2	-4	-2	1	-9	9
Cc1cc(NCCO)c2ccccc2n1	1.1	1.1	5	89	3	-6	-8	1	10	-10
COc1ccc2nc(SCC(=O)N3CCCCCC3)c(C#N)cc2c1	0.65	1.1	40	85	7	-5	-7	0.6	15	-15
O=C(CCc1nnc(Cc2ccc(-c3ccccc3)cc2)o1)N1CCCC1	1	1.1	10	92	13	-8	-2	0.9	-11	11
NC(N)=NS(=O)(=O)c1ccc(NC(=S)NC(=O)c2ccc3c(c2)OCO3)cc1	1.2	1	12	91	16	-3	-11	0.9	15	-15
O=C(O)c1cccc(S(=O)(=O)N2CCCC2)c1	1.1	1.1	25	106	2	-7	10	0.8	7	-7
Cc1ccc(O)c(-c2cc(-c3cccc(Br)c3)n[nH]2)c1	2.1	1	.	107	11	-2	2	.	33	-33
CCOc1ccccc1OCCOCCN1CC(C)OC(C)C1 (stereo not drawn)	1.2	1	21	100	1	-5	1	0.8	16	-16

Just Diaphorase act and STAT1 activator (3 entries from above):
compound	Diaphorase act	STAT1 activator
Cc1ccc(NS(=O)(=O)c2cccc(C(=O)O)c2)cc1S(=O)(=O)N1CCOCC1	0.9	102
CCOC(=O)C(CCCCCOc1ccccc1[N+](=O)[O-])C(=O)OCC	1	92
Cc1ccc2nc(-c3ccccc3)cc(C(=O)NCCCn3ccnc3)c2c1	1.1	97

Following part:
SMILES	NF-kB expr up	FLuc act counter	Diaph inh CS	STAT1 activator	G6PDH CS	FLuc inhib CS	TLR4 MyD88 comp	Diaphorase act	APP 5'UTR act	APP 5UTR inh
CCOC(=O)C1CCN(C(=O)COc2ccc(S(=O)(=O)N3CCCC3)cc2C)CC1	1.2	1	10	94	2	-5	14	0.9	9	-9
O=C(Nc1ccccc1-c1ccccc1)c1cccc([N+](=O)[O-])c1	0.83	1.1	7	108	8	-6	-5	0.9	23	-23
Cc1ccc(C2NC(=O)c3ccccc3N2)s1 (stereo not drawn)	1.8	0.8	10	122	8	20	-2	0.9	-18	18
O=C(c1ccccc1)c1cccn1CC(=O)N1CCN(c2ccc(F)cc2)CC1	0.99	1	11	103	0	-2	-12	0.9	2	-2
CCOc1ccc(NC(=O)NNC(=O)C2CCC(C(C)(C)C)CC2)cc1 (stereo not drawn)	1.4	1	4	104	6	-4	7	1	6	-6
O=C(CN1C(=O)c2cccc([N+](=O)[O-])c2C1=O)N1CCN(c2ccc(F)cc2)CC1	1.1	1.1	4	96	10	-5	14	1	-5	5
CCN(C(=O)COC(=O)c1cccnc1Nc1cccc(C(F)(F)F)c1)C1CCS(=O)(=O)C1 (stereo not drawn)	0.97	1	13	106	4	1	-1	0.9	1	-1
NC(=O)c1cc(N2C(=O)C=CC2=O)ccc1Cl	1.2	0.9	15	99	2	6	-13	0.9	-8	8
CCn1c2ccccc2c2nc3cc(S(=O)(=O)N4CCOCC4)ccc3nc21	0.51	1	19	101	0	-2	2	0.8	5	-5
O=C(c1cccc(F)c1)N(Cc1nc2ccccc2c(=O)[nH]1)C1CCCC1	0.95	1	5	104	16	-2	6	0.9	4	-4
Cc1ccc(F)cc1NC(=O)CCOc1ccccc1	2.5	1	-6	102	11	-2	-4	1.1	17	-17
CCCOc1ccc(/C(O)=C2/C(=O)C(=O)N(CCCOC)C2c2cccnc2)cc1 (stereo not drawn)	1.1	1.1	-18	102	25	-6	1	1.2	3	-3
O=C1NCCN1Cc1ccccc1	1.3	1	14	96	2	-4	-8	0.9	2	-2

Profiles from above. Order of screens: NF-kB expr up, FLuc act counter, Diaph inh CS, STAT1 activator, G6PDH CS, FLuc inhib CS, TLR4 MyD88 comp, Diaphorase act, APP 5'UTR act, APP 5UTR inh
CCOc1ccc(NC(=O)NNC(=O)C2CCC(C(C)(C)C)CC2)cc1 (stereo not drawn) is listed with 1.4, 1, 4, 104, 6, -4, 7, 1, 6, -6
CCN(C(=O)COC(=O)c1cccnc1Nc1cccc(C(F)(F)F)c1)C1CCS(=O)(=O)C1 (stereo not drawn) is listed with 0.97, 1, 13, 106, 4, 1, -1, 0.9, 1, -1
O=C1NCCN1Cc1ccccc1 is listed with 1.3, 1, 14, 96, 2, -4, -8, 0.9, 2, -2
